KB-V1 cytotox = KB-V1 MDR subline cytotoxicity | KB-V1 MDR cells viability, CellTiter-Glo, 72 h | Potency, µM (top dose mostly 46.1 µM), for the others: top-dose activity change, negative = cytotoxicity, usual class: cytotoxic | 400,000 tested, 3.4% active; note: potency is the fitted concentration of half-maximal effect; % is set by controls: 0 for no effect and ±100 for the full control effect; nearly all actives have a fitted effect of over 60% in size
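KB-V1 MDR subline cells in DMEM (phenol-red free, 10% FBS) exposed to compounds in qHTS concentration series for 72 h at 37 degrees C. Viability read by CellTiter-Glo luminescence; concentration-effect curves fitted after normalization and correction.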
HT1080 IDH1KD tx = kills HT-1080 cells with IDH1 knockdown | HT-1080 IDH1 knockdown viability, ATP luminescence, 48 h | Potency, µM (series often up to 46.1 µM), inactives show at the highest dose activity, negative = toxicity, actives largely listed as cytotoxic | 360,000 tested, 2% active;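 note: potency is the fitted concentration of half-maximal effect; 0% = DMSO wells and -100% = cell-free medium wells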
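% activity derives from luminescence (CellTiter-Glo), normalised to DMSO and no-cell wells. HT-1080-IDH1KD cells, 750/well, had 48 h compound exposure at 37 °C.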
KB-3-1 cytotox = kills parental KB-3-1 adenocarcinoma cells; Potency, µM (highest dose often 46.1 µM), for the others: at the highest dose activity change, negative = cytotoxic, usual class: cytotoxic; KB-3-1 viability, CellTiter-Glo ATP luminescence, 72 h; 400,000 tested, 1.4% active; note: potency is the fitted concentration of half-maximal effect; % is set by controls: 0 for no effect and ±100 for the full control effect; nearly all actives have a fitted effect of over 60% in size
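Luminescent ATP read-out (CellTiter-Glo) measures survival of drug-naive KB-3-1 cells after 72 h compound exposure at 37 °C. Titration series was screened from lowest to highest concentration, with DMSO vehicle plates as background controls.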
HT1080-NT tox = kills 2HG-producing HT-1080-NT fibrosarcoma cells | AID 686970 | 360,000 tested, 1.6% active | HT-1080-NT fibrosarcoma viability, CellTiter-Glo ATP luminescence, 48 h | Potency, µM (series often up to 46.1 µM), for inactives: at the highest dose activity, negative = less viability, actives largely listed as cytotoxic;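 note: NT is the 2HG producing partner of a matched IDH1 knockdown line; potency is the fitted concentration of half-maximal effect; 0% = DMSO-treated cells and -100% = media-only wells without cells; nearly all actives have a fitted effect of over 55% in size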
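750 cells/well, RPMI + 5% FBS; 2 h settle, compound pin-transfer, 48 h at 37 degrees C. CellTiter-Glo 10 min RT, luminescence. Normalized to DMSO and media-only wells.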
SW480 rerep = induces DNA re-replication in SW480 colon adenocarcinoma cells. SW480 DNA re-replication, Hoechst DNA content imaging, 48 h. Potency, µM (highest dose often 46.1 µM), without a hit: at the top dose re-replication activation, most hits filed as activators. 340,000 tested, 1.8% active; note: potency is the fitted concentration of half-maximal effect; % of control where 0% means no effect; nearly all actives have a fitted effect of over 55% in size
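Image-based DNA-content assay: after two days of treatment, nuclei were labelled with the DNA dye Hoechst and imaged, and hits were compounds raising the count of nuclei showing high fluorescence intensity.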
IL1B secr inh = inflammasome signaling inhibition, IL-1 beta readout | THP-1 LPS/ATP IL-1B secretion, AlphaLISA, 16 h; stronger effect = lower value | activity change, % at 57.5 µM | 360,000 tested, 4.7% active; in the data active = activity change below about -50%; inconclusive = mostly about -30% to -49%; note: % is set by controls: 0 for no effect and ±100 for the full control effect
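Secreted IL-1B measured by AlphaLISA bead assay after 16 h compound exposure of THP-1 cells; compounds (final up to 57.5 uM) added 1 h before LPS (250 ng/mL) and ATP (1.25 mM) stimulation; lower signal means less secretion.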
MCF10A rerep = DNA re-replication induction in MCF 10a cells. AID 624296. MCF 10A DNA re-replication, Hoechst nuclear intensity, 48 h. 350,000 tested, 2.9% active. Potency, µM (titrated, usually from 46.1 µM), without a hit: top-dose activity, positive = re-replication, usual class: activators; note: potency is the fitted concentration of half-maximal effect; % of control where 0% means no effect; nearly all actives have a fitted effect of over 50% in size
GLP1R cytotox = cytotoxicity in counter-screen for GLP-1R inverse agonists; HEK293 cAMP-luciferase reporter cells, luminescence, 24 h; Potency, µM (titrated, usually from 38.3 µM), for the others: at the top dose activity change, negative = inhibition, most hits filed as inhibitors; 410,000 tested, 0.13% active; AID 624418;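 note: loss of luciferase light is scored as toxicity; potency is the fitted concentration of half-maximal effect; % is set by controls: 0 for no effect and ±100 for the full control effect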
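1536-well qHTS counterscreen of the MLSMR; 200 cells/uL, 12 h pre-incubation, 23 nL cpd, 24 h at 37 deg C 5% CO2, luciferase detection reagent, 12 min RT, luminescence. Inhibition = undesired.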
DRD3 agonist = D3 dopamine receptor (human) agonism; P35462; D3R DiscoveRx beta-arrestin cells, luminescence, 90 min; AID 652048; max activation, %; 410,000 tested, 0.58% active; in the data active = max activation above about 30%; note: 0% is about no effect; mostly tested at two doses, the higher about 12 µM
Target sequence (P35462 whole entry, looked up): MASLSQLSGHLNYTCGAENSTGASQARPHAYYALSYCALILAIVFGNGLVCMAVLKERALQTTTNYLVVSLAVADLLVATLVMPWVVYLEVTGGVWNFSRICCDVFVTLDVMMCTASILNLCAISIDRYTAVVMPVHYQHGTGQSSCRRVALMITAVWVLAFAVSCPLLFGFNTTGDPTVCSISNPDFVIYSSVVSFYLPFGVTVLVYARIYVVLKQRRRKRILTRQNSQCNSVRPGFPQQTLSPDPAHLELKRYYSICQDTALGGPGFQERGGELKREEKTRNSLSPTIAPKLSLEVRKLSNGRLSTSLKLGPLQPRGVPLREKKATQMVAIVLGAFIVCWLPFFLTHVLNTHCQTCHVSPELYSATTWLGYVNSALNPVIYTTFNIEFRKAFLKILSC
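Agonist mode: compounds and dopamine controls were applied to plated cells for 90 min at 37 degrees C after an overnight attachment at 1500 cells/well. Luminescent read-out followed 30 - 60 minutes at room temperature with DiscoveRx detection reagent.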
Numbers without * were called inactive; ? = inconclusive; · = no result given; [ ] = dose if it differs, or a comment. Unless noted, calls come from the whole dose curve; as a rule, active = well fitted curve in the direction sought with a large enough effect; inconclusive = small, poorly fitted or top-dose-only effect, or another doubt; inactive = no such curve, though single readings can be large; an effect the other way counts as inactive or inconclusive.

Results follow in this order: KB-V1 cytotox	HT1080 IDH1KD tx	KB-3-1 cytotox	HT1080-NT tox	SW480 rerep	IL1B secr inh	MCF10A rerep	GLP1R cytotox	DRD3 agonist
> Cc1cc(=O)n2nc(N3CCCC3C(=O)Nc3ccc(C(C)C)cc3)sc2n1 (stereo not drawn)
→ -20%	-6%	0%	2%	3%	26	2%	-8%	-12
> O=C(CN1C(=O)c2ccccc2C1=O)N1CCN=C1c1ccccc1
→ ?	9%	23%	12%	-5%	-3	-3%	10%	0
> COc1cc2c(cc1OC)CN(CCC(C)c1ccc(Cl)cc1)CC2 (stereo not drawn)
→ 5%	15µM*	-3%	-38%	-4%	-21	?	-20%	-14
> CC1CCN(C(=O)c2nc[nH]c2C(=O)N2CCC(C)CC2)CC1
→ ?	4%	21%	14%	-10%	-5	?	12%	-7
> Cc1ccc(OCCC(=O)Nc2ccc(S(=O)(=O)Nc3nccs3)cc2)cc1
→ 20%	-22%	?	-1%	?	-11	9%	6%	3
> Cc1cccc(NS(=O)(=O)c2c(C)noc2C)c1
→ 6%	2%	-3%	11%	-10%	-3	-5%	1%	-5
> Cc1ccc(C)c(NS(=O)(=O)c2csc(C(N)=O)c2)c1
→ 1%	0%	-8%	-2%	3%	22	-6%	4%	-3
> CN(C)c1ccc(-c2ccnc3c2CC(C)(C(=O)Nc2ccc4c(c2)OCO4)O3)cc1 (stereo not drawn)
→ 0%	0%	0%	11%	·	20	·	5%	9
> COCCn1c(=O)c2ccccc2c2ccccc2c1=O
→ 20%	-7%	3%	-4%	3%	2	2%	-2%	-3
> Cn1c(=O)c2c(nc(OC/C=C/c3ccccc3)n2C)n(C)c1=O
→ 4%	-15%	-11%	10%	-8%	11	-2%	0%	0
> CCCCOc1ccc(C(=O)NNC(=S)NC(=O)CC)cc1
→ ?	?	?	?	?	-96*	?	?	1
> CCOC(=O)Cn1nc(-c2ccccc2)c2cnc3ccc(CC)cc3c21
→ -1%	2%	-11%	4%	-14%	15	7%	3%	19
> O=[N+]([O-])c1cc(C(F)(F)F)ccc1N1CCC(O)CC1
→ -10%	5%	-1%	-5%	-4%	9	6%	-1%	-6
> COC(=O)c1cccc(Nc2c(-c3cc(Br)ccc3O)nc3nc[nH]n23)c1
→ ?	·	2%	·	·	·	·	-2%	-12
> O=C(CSc1ccc(Cl)cc1)Nc1ncccn1
→ 2%	-1%	1%	-10%	0%	2	-9%	-1%	-3
> COc1ccc(-n2nc(C(=O)Nc3ccc(Cl)cn3)c3c4ccccc4n(C)c3c2=O)cc1Cl
→ ?	·	-1%	·	·	·	·	15%	-18
> O=C(N/C(=C\c1ccco1)C(=O)N1CCC(O)CC1)c1ccccc1
→ 3%	1%	3%	4%	-3%	0	-2%	-9%	-1
> COc1ccc(Cl)cc1C(=O)NCCCN1CCOCC1
→ 0%	10%	17%	12%	-11%	8	4%	7%	-7
> CN(CCOc1ccc(Br)cc1)C(=O)CNC(=O)c1ccc2ccccc2c1
→ -1%	-26%	-6%	-9%	10%	-91*	?	-4%	3
> CC(=O)c1cc(-c2ccc(F)cc2)n(CCC(=O)NCc2ccc(C)cc2)c1C
→ -4%	·	-3%	·	·	·	·	3%	-6
> Cn1c(=O)oc2cc(S(=O)(=O)N3CCN(c4ccccn4)CC3)ccc21
→ -2%	2%	-10%	13%	-4%	7	-2%	8%	-2
> Cc1cc(C)c(S(=O)(=O)N2CCCC2)c(C)c1
→ 1%	2%	-1%	-4%	0%	20	-10%	0%	10
> Cc1ccc(NS(=O)(=O)c2cccc(C(=O)NC3CCN(Cc4ccccc4)CC3)c2)c(C)c1
→ -27%	?	?	?	195%	?	-1%	11µM*	-20
> CCCCCCCCOC(=O)C(NC(=O)CCC(=O)Nc1ccc(S(N)(=O)=O)cc1)C(O)c1ccccc1 (stereo not drawn)
→ 12%	-14%	?	-5%	-1%	-11	-2%	-9%	7
> COc1ccc(CCNC(=O)c2ccc(N(C)S(=O)(=O)c3ccccc3)cc2)cc1
→ ?	1%	2%	-13%	-14%	6	-2%	1%	-14
> CCN(C(=O)COc1ccc(C(C)=O)cc1)c1cccc2ccccc12
→ -17%	-1%	-17%	-14%	1%	?	29%	17%	-7
> CC(=O)c1cc(C#N)c(Oc2ccc(Cl)cc2Cl)nc1C
→ 9%	-11%	10%	-2%	-2%	20	2%	6%	3
> Cc1ccc2c(=O)c(C(=O)c3ccccc3)cn(CC(=O)NCc3ccccc3)c2n1
→ 8%	·	4%	·	·	·	·	1%	27
> C/C(=N\NC(=O)NC1CCCCC1)C1CCCCC1
→ 0%	-1%	7%	-3%	-5%	11	-10%	36%	-5
> CCCC(=O)N1CCCC1(C)C(=O)Nc1ccc(OC(F)F)cc1 (stereo not drawn)
→ 8%	?	0%	8%	·	27	·	4%	4

Filtered by structure: the compounds so far with two or more sulfur atoms
Results follow in this order: KB-V1 cytotox	HT1080 IDH1KD tx	KB-3-1 cytotox	HT1080-NT tox	SW480 rerep	IL1B secr inh	MCF10A rerep	GLP1R cytotox	DRD3 agonist
> Cc1ccc(OCCC(=O)Nc2ccc(S(=O)(=O)Nc3nccs3)cc2)cc1
→ 20%	-22%	?	-1%	?	-11	9%	6%	3
> Cc1ccc(C)c(NS(=O)(=O)c2csc(C(N)=O)c2)c1
→ 1%	0%	-8%	-2%	3%	22	-6%	4%	-3

More compounds follow:
Results follow in this order: KB-V1 cytotox	HT1080 IDH1KD tx	KB-3-1 cytotox	HT1080-NT tox	SW480 rerep	IL1B secr inh	MCF10A rerep	GLP1R cytotox	DRD3 agonist
> Cc1nn(-c2ccccc2)nc1C(=O)Nc1nnc(C(F)(F)F)s1
→ ?	-4%	?	-24%	-19%	·	?	27%	11
> COc1nsnc1NS(=O)(=O)c1ccc(NC(=S)NC(=O)c2ccncc2)cc1
→ ?	-1%	1%	-3%	2%	0	0%	12%	2
> CCC(=O)Nc1ccc(C(=O)NCCCn2ccnc2)cc1
→ -1%	24%	17%	25%	-12%	35	-6%	-9%	1
> COc1ccc(N2CCN(c3cc(C)nc4nc(-c5ccc(C)cc5)nn34)CC2)cc1
→ -6%	·	-14%	·	·	·	·	8%	6
> Cc1ccc(CNC(=O)CCc2c(C)nc3c(c(C)nn3-c3ccc(C)cc3)c2C)cc1
→ -3%	0%	-1%	3%	3%	7	0%	-14%	2
> O=C(NC(=S)N(CCO)Cc1ccccc1)c1ccc(S(=O)(=O)N2CCCC2)cc1
→ -6%	?	-1%	11%	3%	-6	?	5%	1
> O=C(Cc1ccccc1)CC(CC(=O)c1ccccc1)c1ccccc1 (stereo not drawn)
→ -25%	-16%	-11%	-3%	·	-15	·	26%	-3
> COc1cccc(N2CCN(C3C(=O)c4ccccc4N3C(C)=O)CC2)c1 (stereo not drawn)
→ 13%	·	19%	·	·	·	·	-3%	2
> CS(=O)(=O)CCSc1ncccc1C(=O)NCc1cccs1
→ 10%	11%	2%	3%	0%	-3	0%	-12%	1
> Cc1ccccc1Cn1c2ccccc2c2cnn(CC(=O)NCCCc3ccccc3)c(=O)c21
→ -16%	·	-7%	·	·	·	·	0%	-5
> COc1cc(/C=C/C(=O)OCC(=O)NC(C)c2ccccc2)cc(OC)c1OC (stereo not drawn)
→ -17%	5%	0%	0%	-4%	?	13%	-17%	1
> O=C(Cn1cnc2c(nnn2-c2ccccc2)c1=O)N1CCOCC1
→ 0%	3%	9%	10%	-7%	12	-7%	3%	12
> Cc1cc(=O)oc(C)c1C(=O)NC12CC3CC(CC(C3)C1)C2
→ -1%	-1%	0%	1%	1%	0	3%	-9%	2
> COc1ccc(C(=O)NC(=S)N2CCN(c3ccc([N+](=O)[O-])cc3)CC2)cc1
→ 0%	1%	-32%	-1%	1%	?	11%	?	-3
> O=C(Nc1ccccc1C(=O)N1CCOCC1)c1ccncc1
→ 0%	12%	-3%	17%	-5%	-1	9%	17%	-7
> Cc1cc2c(NCCc3ccccc3)ncnc2s1
→ 0%	?	-21%	-23%	-3%	-70*	0%	-6%	9
> CC1CCN(c2ccccc2N)CC1
→ 10%	0%	-12%	-1%	-12%	22	11%	0%	-1
> C[C@@H]1CCCCO[C@H](CN(C)C(=O)NC2CCCCC2)[C@@H](C)CN([C@H](C)CO)C(=O)c2cc(NC(=O)c3ccccc3)ccc2O1
→ 0%	8%	-4%	7%	·	?	·	2%	-7
> COC(=O)C1CSC(C(=O)OC)N1C(=O)CN1CCN(c2ccccc2)CC1 (stereo not drawn)
→ 9%	18%	2%	11%	-3%	5	8%	3%[7.66 µM]	-11
> Cc1ccc(C(=O)N2CC3(C)CN(C(=O)c4ccc(C)cc4)CC(C)(C2)C3=O)cc1
→ -12%	8%	1%	12%	0%	19	0%	6%	2
> COc1ccc(/C(O)=C2/C(=O)C(=O)N(Cc3cccnc3)C2c2ccccn2)cc1 (stereo not drawn)
→ 3%	12%	1%	5%	-1%[9.22 µM]	-3	-13%	9%	-10
> Cc1ccc(S(=O)(=O)N2CC(C(=O)O)Oc3ccccc32)cc1 (stereo not drawn)
→ ?	-1%	10%	0%	-2%	21	0%	-1%	8
> CCCCCn1c(=O)[nH]c2cc(C(=O)N3CCN(c4cccc(Cl)c4)CC3)ccc2c1=O
→ -6%	·	0%	·	·	·	·	1%	14
> CSCCC(NC(=O)C1CCC(C)CC1)C(=O)O (stereo not drawn)
→ 22%	2%	9%	5%	-17%	-19	8%	-12%	6
> Cc1ccc2nc(CSc3nc(C)nc4c3oc3ccccc34)[nH]c2c1
→ 18%	·	?	·	?	·	?	·	·

Rows are unselected; about 11% have a hit in one of these screens.
